# Source: PubChem BioAssay
# Cardiac RTF inh: cardiac RTF calcium desensitization. AID 493244. P19429+P45379. inhibition, % at 7.15 µM. IANBD-labeled cardiac RTF, Ca2+ fluorescence. hit rate 0.12% among 340,000;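 active = inhibition above the mean inhibition of all tested compounds plus 3 SD, cut at about 17% in these data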;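 note: assay run at fixed EC70 calcium of 1.6 mM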
# PKA-R2B activ: PKA-R2B complex activation. activation, % at 11.4 µM. AID 504700. PKA-R2B holoenzyme dissociation, Cy5-IP20 fluorescence polarization; R2B truncated from residue 108, S112A mutant; 0% DMSO only, 100% 113 µM cGMP. hit rate 0.079% among 340,000;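 active = activation above a cutoff set at the mean over all compounds plus 3 SD, cut at about 18% in these data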;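 note: higher means more holoenzyme dissociation and a rise in polarization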
# Target sequence (P31323 whole entry, looked up, other chains not shown, the tested form may be a part): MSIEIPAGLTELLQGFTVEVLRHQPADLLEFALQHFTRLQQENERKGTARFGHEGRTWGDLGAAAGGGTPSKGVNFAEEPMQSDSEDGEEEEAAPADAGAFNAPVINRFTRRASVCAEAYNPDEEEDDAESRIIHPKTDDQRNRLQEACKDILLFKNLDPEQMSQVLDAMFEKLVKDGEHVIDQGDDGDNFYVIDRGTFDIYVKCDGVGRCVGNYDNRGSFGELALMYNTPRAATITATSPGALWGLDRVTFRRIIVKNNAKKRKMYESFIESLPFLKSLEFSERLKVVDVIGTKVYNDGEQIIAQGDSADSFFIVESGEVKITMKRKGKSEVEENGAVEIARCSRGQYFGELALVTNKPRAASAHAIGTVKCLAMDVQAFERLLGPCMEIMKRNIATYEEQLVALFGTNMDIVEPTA
# SR-BI HDL uptake: mouse SR-BI HDL lipid transfer inhibition. inhibition, % at 12.5 µM. ldlA[mSR-BI] CHO cells, DiI-HDL uptake fluorescence, 3 h. Q61009. hit rate 0.96% among 320,000;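 active = mean replicate inhibition of at least 70% and a set share of replicates each scoring 70 or more; inconclusive = meets just one of the two criteria; inactive = fails both criteria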;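 note: 0% = median of neutral control wells and 100% = median of positive control wells; values of inactives mirror those of a sister screen read the other way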
# C-LANA FP: inhibitors of KSHV LANA C-terminal domain DNA binding | AID 504423 | MBP-C-LANA/FAM-LBS DNA binding, fluorescence polarization | inhibition, % at 9 µM | hit rate 0.078% among 340,000;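 active = highest replicate inhibition at or above 60% at 9 µM, even if other replicates fall short; inactive = all replicates below 60% inhibition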;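 note: 0% = neutral control wells and 100% = 4 µM acridine orange control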
# Keap1-Nrf2 PPI: disrupts human Keap1 binding to Nrf2 peptide. inhibition, % at 9.4 µM. hit rate 0.15% among 340,000. Keap1 Kelch-Nrf2 peptide fluorescence polarization, 1536-well. Q14145; in the data active = inhibition above about 12%; inconclusive = no clear call, values can overlap the other calls; inactive = below about 7.3%;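 note: human Keap1 Kelch domain with fluorescein labeled Nrf2 9mer peptide probe; 0% = neutral control wells and 100% = peptide positive control; higher means more block of Keap1 binding to Nrf2 peptide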
# Target sequence (Q14145 whole entry, looked up, the tested form may be a part): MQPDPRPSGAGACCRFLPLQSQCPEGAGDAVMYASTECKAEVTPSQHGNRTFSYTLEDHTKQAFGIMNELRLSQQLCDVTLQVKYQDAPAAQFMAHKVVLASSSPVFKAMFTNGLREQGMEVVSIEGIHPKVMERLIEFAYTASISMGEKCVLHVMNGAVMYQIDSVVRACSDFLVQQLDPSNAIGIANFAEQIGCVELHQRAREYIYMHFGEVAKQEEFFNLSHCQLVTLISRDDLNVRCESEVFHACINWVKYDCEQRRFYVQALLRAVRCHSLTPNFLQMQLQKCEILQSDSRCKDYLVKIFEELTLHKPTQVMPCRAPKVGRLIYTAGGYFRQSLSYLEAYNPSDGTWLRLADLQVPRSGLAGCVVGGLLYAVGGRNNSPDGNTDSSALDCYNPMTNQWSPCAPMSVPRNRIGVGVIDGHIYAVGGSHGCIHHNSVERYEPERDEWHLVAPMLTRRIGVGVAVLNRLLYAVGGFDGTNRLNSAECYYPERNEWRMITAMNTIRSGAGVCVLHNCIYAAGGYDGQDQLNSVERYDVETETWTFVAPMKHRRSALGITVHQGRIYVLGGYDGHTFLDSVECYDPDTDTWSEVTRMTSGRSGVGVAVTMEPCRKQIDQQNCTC
# DAGLB inhibitor: blocks human DAGLB lipase activity; inhibition, % at 5.17 µM; HEK293T DAGLB membrane lysate, EnzChek fluorogenic substrate; hit rate 0.059% among 340,000; Q8NCG7; in the data active = inhibition above about 34%;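 note: 0% = enzyme with vehicle and 100% = wells lacking enzyme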
# SR-BI DiI-HDL act: activators of SR-BI mediated HDL lipid uptake | activation, % at 12.5 µM | CHO ldlA[mSR-BI] cells, DiI-HDL uptake fluorescence, 3 h; 100 = double the neutral-control signal | AID 504775 | hit rate 0.096% among 320,000;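 active = mean replicate activation of at least 60% and every replicate at or above 60%; inconclusive = mean or all-replicate condition met, but not both; inactive = mean below 60% and not all replicates reaching 60%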;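 note: 0% = median plate neutral-control signal and 100% = twice that signal; values of inactives mirror those of a sister screen read the other way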
#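 Test system: SR-BI-overexpressing, LDLR-lacking CHO cells; Medium: Ham's F12 with 0.5% BSA, HEPES 25 mM, pH 7.4; Schedule: 3 h, 37 °C; Technique: bottom-read fluorescence, 550/595 nm.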
# NSD2 inh: blocks human histone methyltransferase NSD2; O96028; NSD2 peptide methylation, AlphaScreen, 120 min; inhibition, % at 12.5 µM; hit rate 0.54% among 310,000; AID 743445; in the data active = inhibition above about 50%
# Arr AP2 block: inhibitors of human beta-arrestin and AP2 interaction; FITC-arrestin peptide / GST-AP2 beads, flow cytometry; AP2 beta2 appendage carries R879A mutation; inhibition, % at 10 µM; hit rate 0.31% among 340,000;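 active = inhibition above a set limit, near 3 SD of compounds lacking own fluorescence, cut at about 54% in these data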;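 note: plate controls were DMSO wells for no effect and 5 µM unlabelled arrestin peptide for full effect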
#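 Test system: GST-tagged AP2 beta2-adaptin appendage (R879A) on 4 µm glutathione beads; also added: fluorescein-tagged arrestin peptide at 50 nM final; timing: 12 min plus 1 h, RT; signal: flow cytometry, FL1 (488/535 nm); read-out: percent drop in bead-associated FITC signal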
# PvdQ inh: blocks Pseudomonas aeruginosa PvdQ acylase activity; purified PvdQ acylase, fluorescence plate reader; inhibition, % at 10 µM; hit rate 0.063% among 340,000; AID 488965; in the data active = inhibition above about 30%, passing the limit was not always enough; inconclusive = no clear call, values can overlap the other calls;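 note: 0% = vehicle neutral wells and 100% = reference inhibitor wells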
# Active calls of the source: *; ? = inconclusive; . = not tested or not shown. Rows were taken by chance. Share with any hit: about 2.1%.
# Value order: Cardiac RTF inh	PKA-R2B activ	SR-BI HDL uptake	C-LANA FP	Keap1-Nrf2 PPI	DAGLB inhibitor	SR-BI DiI-HDL act	NSD2 inh	Arr AP2 block	PvdQ inh
Cn1nccc1C(=O)Nc1ccc2c(c1)OCCO2
→ -9	4	-9	3.0	-3	3	9	-1	-14	-10
N#Cc1c(-c2ccccc2)c(-c2ccccc2)nn(CC(=O)NNC(=O)Nc2ccc(Cl)cc2)c1=O
→ .	.	3	0.3	0	.	-3	1	-1	-6
O=C(Nc1nc2ccc(Oc3ccccc3)cc2s1)c1cc([N+](=O)[O-])ccc1N1CCOCC1
→ -11	-1	35	-2.1	-4	-1	-35	1	2	-3
NC(=O)N(CCC(=O)O)c1ccccc1
→ -4	3	33	2.5	-2	0	-33	-4	-2	-14
CCCc1cc(=O)[nH]c(SCC(=O)Nc2cc(S(=O)(=O)N3CCOCC3)ccc2N(CC)CC)n1
→ -12	-2	-4	0.1	1	1	4	0	-3	-16
CN(CC(=O)Nc1ccc(Cl)c(C(F)(F)F)c1)C(=O)CCc1nc2ccccc2c(=O)[nH]1
→ -1	-7	-14	-0.4	-2	1	14	0	-8	-14
COc1ccccc1C(=O)NCC1(c2ccccc2)CCCC1
→ -20	-3	10	0.5	-6	-6	-10	-5	18	-13
CCOC(=O)CSc1nc2sc3c(c2c(=O)n1-c1ccccc1)CCN(C(C)C)C3
→ -4	-9	-2	-2.2	-8	-2	2	4	13	16
O=C(c1cc2ccccc2s1)N1CCN(c2ccccn2)CC1
→ 0	-5	-2	-1.4	-4	-11	2	-1	1	-6
COc1ccc(NC(=O)CSc2ncnc3[nH]ncc23)cc1
→ -12	9	.	0.6	-3	-3	.	-2	7	-17
CN1CCC(=NNC(=O)CN(c2cccc([N+](=O)[O-])c2)S(=O)(=O)c2ccccc2)CC1
→ 10	-3	-6	0.0	2	1	6	6	5	-12
O=C(Nc1nnc(-c2ccc(F)cc2)o1)c1cc(Cl)sc1Cl
→ 4	-9	-6	-1.2	-6	4	6	-2	9	15
Cc1nc(SCc2nc3ccccc3[nH]2)c2oc3cc(Br)ccc3c2n1
→ -19	3	2	2.4	-3	-9	-2	.	15	-5
C=CCSc1nc(N)c(C#N)c(-c2ccccc2)c1C#N
→ 4	4	15	-0.4	-4	-7	-15	0	-2	1
Cc1ccccc1C(=O)Oc1ccc(Br)cc1C(=S)N1CCCC1
→ -12	7	36	0.2	-5	-7	-36	0	-5	-11

# Entries of single compounds, quoted from the list. Screens in order: Cardiac RTF inh	PKA-R2B activ	SR-BI HDL uptake	C-LANA FP	Keap1-Nrf2 PPI	DAGLB inhibitor	SR-BI DiI-HDL act	NSD2 inh	Arr AP2 block	PvdQ inh
# Shown for O=C(c1cc2ccccc2s1)N1CCN(c2ccccn2)CC1 → 0	-5	-2	-1.4	-4	-11	2	-1	1	-6
# Shown for COc1ccccc1C(=O)NCC1(c2ccccc2)CCCC1 → -20	-3	10	0.5	-6	-6	-10	-5	18	-13

# The results go on:
# Value order: Cardiac RTF inh	PKA-R2B activ	SR-BI HDL uptake	C-LANA FP	Keap1-Nrf2 PPI	DAGLB inhibitor	SR-BI DiI-HDL act	NSD2 inh	Arr AP2 block	PvdQ inh
Cc1ccc(-n2c3nc(=O)[nH]c(=O)c-3cc3c(C)nn(-c4ccccc4)c32)c(C)c1
→ -6	2	-23	-0.3	3	0	23	-3	-3	-17
CCCCc1ccc(/C=C(\C#N)C(N)=S)s1
→ -12	0	18	-0.5	-5	13	-18	6	-3	-7
Cc1ccc(S(=O)(=O)n2ccc(OC(=O)c3cccs3)n2)cc1
→ 0	7	17	-1.1	-4	11	-17	.	7	-7
Cc1cccc(N2CCN(C3=NC(=O)C(=C4CCCCC4)S3)CC2)c1
→ -3	7	0	0.4	2	-3	0	1	12	-6
CC(C)(C)c1ccc(OCCNC(=O)c2ncn[nH]2)cc1
→ -7	-4	-14	1.0	-1	0	14	-3	-3	-46
COC(=O)c1c(NC(=O)Cc2ccccc2)sc2c1CC(C)(C)NC2(C)C
→ -1	5	3	-0.8	-7	0	-3	.	-18	-11
CCOC(=O)C1=C(COC(=O)COc2cc(C)ccc2C)NC(=O)NC1C (centres undefined)
→ 8	-3	-4	0.0	3	1	4	-1	4	-11
CCOC(=O)Nc1ccc2c(c1)Nc1ccccc1S2
→ -4	-4	51	0.8	-2	3	-51	2	13	-16
CCN(CC)C(=O)CNC(=S)N(CCCN1CCOCC1)Cc1cccs1
→ -8	-5	-11	-2.0	3	-1	11	-1	-1	-10
CCn1c(SCC(=O)NCC2CCCO2)nnc1-c1ccccc1OC (centres undefined)
→ 4	11	-10	0.6	-1	0	10	-4	-5	-20
CCOC(=O)C1CCN(S(=O)(=O)c2cn(C)cn2)CC1
→ -3	8	-12	-0.8	-4	0	12	-6	-1	-13
COc1cccc(C2SCC(=O)N2c2cccc(C)c2)c1OC (centres undefined)
→ -12	-5	-3	-1.0	0	0	3	0	4	3
O=C(NCc1ccco1)C1CCCCC1
→ 5	5	-29	0.9	-8	1	29	2	2	-10
CS(=O)(=O)c1cccc(C(=O)Nc2nnc(C3=COCCO3)o2)c1
→ -2	12	-28	-0.1	-4	1	28	8	30	6
CCCNC(=O)C1(CC2CC(c3ccccc3)=NO2)CCN(C(=O)OC(C)(C)C)CC1 (centres undefined)
→ 6	-4	-13	0.8	1	-1	13	.	5	-12
N=c1c(C(=O)NCCN2CCOCC2)cc2c(=O)n3ccccc3nc2n1CCCN1CCOCC1
→ -1	4	4	-2.1	1	-1	-4	0	19	-4
COC(=O)C1(NC(=O)CNC(=O)OCc2ccccc2)CCCC1
→ 0	10	3	12	2	0	-3	0	51	4
CCC(=O)N1CCN(c2ccc(Cl)cc2NC(=O)c2cccc([N+](=O)[O-])c2)CC1
→ -3	-8	71*	-0.9	0	-1	-71	1	16	1
O=S(=O)(c1ccccc1)N1CCN(CC(O)COc2ccc3c(c2)CCC3)CC1 (centres undefined)
→ -9	-5	13	0.0	-3	-4	-13	1	26	2
COc1cc(NC(=S)NNC(=O)C(C)(C)O)cc(OC)c1
→ 16	-3	-3	-0.1	-4	-1	3	-5	-5	-7
Cc1ccc(-n2nc3c(c2NC(=O)C(C)C)CS(=O)(=O)C3)cc1
→ -5	0	-8	1.0	2	0	8	-2	-9	-16
Cc1nc2nc(NCc3cccs3)nn2c(C)c1Cl
→ 5	10	-42	0.1	-3	-4	42	2	5	-11
NC(=O)c1c(NC(=O)COC(=O)c2ccc(S(=O)(=O)Nc3ccccc3)cc2)sc2c1CCCC2
→ -4	-7	95*	-1.5	-8	1	-95	0	2	22
Cc1ccc(C)c(S(=O)(=O)C(C#N)c2nc3ccccc3nc2N2CCCC2)c1 (centres undefined)
→ -7	7	-14	0.0	3	1	14	1	14	12
COc1ccc(CNC(=O)C(C)n2ccc3cc(S(=O)(=O)N4CCCCCC4)ccc32)cc1 (centres undefined)
→ 2	1	40	0.1	2	-1	-40	-1	5	-3
CC1=C(C)CC(C(=O)NCc2ccccn2)C(C(=O)O)C1 (centres undefined)
→ -5	-10	-17	-0.6	-4	-2	17	12	14	-13
CCCC(=O)NCn1nnc(-c2ccc(Cl)cc2)n1
→ -1	1	-18	1.9	-1	1	18	0	-13	-9
CCN(CC)c1ccc(C(=O)NNC(=O)CCNC(=O)c2ccccc2)cc1
→ -4	1	15	0.6	-7	0	-15	-1	-2	-2
CCOC(=O)/C=c1\s/c(=C\c2ccc3c(c2)OCCO3)c(=O)n1CC(=O)NCC1CCCO1 (centres undefined)
→ 1	-5	11	2.6	-2	0	-11	.	-6	-5
CCn1cc(CN2CCC(n3nccc3NC(=O)CCOc3ccccc3)CC2)cn1
→ -2	-1	-19	-1.2	1	0	19	1	24	0
COc1ccc([C@H]2CC(=O)C=C(c3cccc(C#N)c3)C2)cc1
→ -18	-16	22	0.0	1	-4	-22	.	-3	6
C=C(C)Cc1c(C)c(C#N)c2nc3ccccc3n2c1N1CCCCC1
→ -13	-8	12	1.6	-1	-5	-12	-2	-2	-18
O=C(NCC(=O)N1CCN(c2cccc(Cl)c2)CC1)c1ccc(Br)o1
→ -2	-8	10	0.8	-3	-1	-10	2	9	-7
CN(CCc1nc2ccccc2[nH]1)Cc1nc(CC2CC2)no1
→ 10	0	-13	0.0	-1	0	13	-1	3	-1
COc1ccc(N2CCN(CC(=O)c3c(C)n(C)c4ccc(OC)cc34)CC2)cc1
→ .	.	29	0.6	0	.	-29	8	31	5
CCC(=O)Nc1ccc(N2CCCCC2)cc1
→ 0	-2	14	-1.1	-2	0	-14	4	21	21
C=CCn1c(-c2ccc(Cl)cc2)cnc1SC(C)C(N)=O (centres undefined)
→ -4	-2	6	-0.2	1	1	-6	2	-11	-6
CCOC(=O)CN(C(=O)CSc1nnc(CNc2ccc(F)cc2)o1)c1ccccc1
→ 1	-5	14	0.4	-10	3	-14	.	2	-23
O=C(CCc1c[nH]c2ccccc12)N/N=C/c1ccc2c(c1)OCO2
→ 3	1	-23	-7.8	-3	-2	23	.	4	?
COC(=O)c1cn(NC(=O)Cc2ccc(Cl)c(Cl)c2)c(=O)c2ccccc12
→ -9	-5	-9	2.1	-4	-3	9	1	-3	-8
CCOC(=O)Cn1cc(C(=O)C(C)(C)C)c2ccccc21
→ -10	-17	30	2.4	-1	-5	-30	-3	10	-10
CCOc1ccc(NC(=O)CC2SC(=O)N(c3ccccc3)C2=O)cc1 (centres undefined)
→ -9	-13	-18	-0.2	-4	18	18	1	-3	-12
COc1cc(C(=O)Nc2cc(-c3cn4cccnc4n3)ccc2C)cc(OC)c1OC
→ -6	6	23	-0.9	-1	-2	-23	.	-2	-19
CS(=O)(=O)N(CC(=O)Nc1ccc(S(=O)(=O)N2CCCC2)cc1)c1ccccc1
→ -6	4	-13	0.6	1	-3	13	3	19	7
CNc1ncc(C(=O)c2ccc(Cl)cc2)s1
→ 1	-4	-46	3.4	-1	-2	46	-1	1	-3
COc1cccc(NC(=O)CSc2nnc(Cn3cnc([N+](=O)[O-])n3)n2C)c1
→ -9	-4	-29	3.0	-2	1	29	2	-16	-1
O=C(O)c1ccccc1C(=O)OCCCc1ccncc1
→ 1	-4	0	-1.8	-2	-1	0	.	3	-10
O=S1(=O)C=C(Oc2ccc(F)cc2)c2ccccc21
→ -1	4	-15	-0.7	-5	-1	15	-2	4	-7
Cc1cccc(NC(=O)c2nc[nH]c2C(=O)N[C@@H](CC(C)C)C(=O)OC(C)(C)C)c1
→ -5	0	-4	-0.4	6	-7	4	.	9	2
C=CCc1cccc(C2Nc3ccccc3C(=O)N2O)c1O (centres undefined)
→ -3	-8	-3	-1.5	-3	5	3	-1	18	-17
